# 14-3-3 Bad inh = disrupts binding of bovine 14-3-3 zeta to phospho-Bad peptide. P63103. TR-FRET 14-3-3zeta/Dy647-pBad peptide displacement, 1 h. inhibition, % at 21.7 µM. hit rate 0.71% among 220,000. AID 781;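 active = inhibition above about 70%, limit read from the data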;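 also: 0% = full 14-3-3 plus peptide FRET controls and 100% = background without 14-3-3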
# EP2 mod = modulators of human EP2 prostaglandin E2 receptor; induction, % at 25 µM; EP2-expressing cells, cAMP HTRF FRET, PGE2 co-stimulation; hit rate 0.83% among 260,000; P43116;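 active = compounds whose cAMP rise, as percent of the full-agonist control response, exceeds 60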;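 also: rat C6 glioma line stably carrying human EP2 under a CMV promoter; the protocol text gives 20 µM as final concentration; 100% = response of wells given 1 µM PGE2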
# Target sequence (P43116 whole entry, looked up): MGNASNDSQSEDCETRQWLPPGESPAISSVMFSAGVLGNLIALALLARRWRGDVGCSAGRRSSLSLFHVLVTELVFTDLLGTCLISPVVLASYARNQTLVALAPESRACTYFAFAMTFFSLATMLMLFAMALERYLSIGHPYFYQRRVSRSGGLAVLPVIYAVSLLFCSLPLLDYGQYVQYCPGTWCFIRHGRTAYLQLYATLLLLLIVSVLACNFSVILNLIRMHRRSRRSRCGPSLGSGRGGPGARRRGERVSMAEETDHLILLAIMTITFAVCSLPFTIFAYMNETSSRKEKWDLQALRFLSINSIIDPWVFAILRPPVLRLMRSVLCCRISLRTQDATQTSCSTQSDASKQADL
# Rad51 HR inh = Rad51 (human) homologous recombination inhibition | hRad51 DNA strand exchange, fluorescence dequenching | inhibition, % at 10 µM | hit rate 0.085% among 200,000;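 active = inhibition above 40% at the single screening dose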;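 also: 0% = DMSO control wells and 100% = blanks with heterologous ssDNA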
# Target sequence (Q06609 whole entry, looked up): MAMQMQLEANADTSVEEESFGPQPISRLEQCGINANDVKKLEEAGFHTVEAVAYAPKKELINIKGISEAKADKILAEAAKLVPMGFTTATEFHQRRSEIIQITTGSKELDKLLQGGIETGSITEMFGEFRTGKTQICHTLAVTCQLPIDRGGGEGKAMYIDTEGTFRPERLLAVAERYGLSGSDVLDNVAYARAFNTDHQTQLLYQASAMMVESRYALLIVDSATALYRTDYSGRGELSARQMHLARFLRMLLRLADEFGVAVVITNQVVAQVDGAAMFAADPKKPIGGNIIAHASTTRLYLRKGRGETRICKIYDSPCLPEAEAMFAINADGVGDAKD
#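 Test system – preformed human Rad51 ssDNA filaments · Reagent – Donor/quencher-labelled 47-bp dsDNA substrate · Incubation – 37 °C 15-min filament assembly, 30-min compound preincubation, 15-min exchange · Signal – FRET fluorescence dequenching, excitation 485 nm, emission 520 nm · Read-out – percent inhibition from fluorescence, normalised to plate control and blank means · Benchmarks – plate control and blank wells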
# eIF4E-4G inh = inhibitors of eIF4E and eIF4G interaction in translation initiation; P63073+Q04637; TR-FRET eIF4E-eIF4GI(517-606) binding, 2 h; inhibition, % at 21.7 µM; hit rate 0.37% among 220,000;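 active = inhibition above about 30%, limit read from the data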;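 also: 0% = full FRET control wells and 100% = background wells lacking eIF4GI fragment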
# PGE2 EP2 inh = inhibitors of human EP2 prostaglandin E2 receptor | hit rate 0.52% among 260,000 | inhibition, % at 25 µM | C6 glioma cells expressing human EP2, cAMP TR-FRET; cells stimulated with saturating PGE2 | P43116 | AID 1422;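 active = percent inhibition above 40 after rounding to a whole number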;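 also: rat C6 glioma host cells with rolipram phosphodiesterase inhibitor present; the protocol text gives 20 µM as final concentration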
# m-calpain inh = calpain II (pig) inhibition; purified calpain II, fluorogenic peptide substrate, 30 min; inhibition, % at 16 µM; hit rate 0.37% among 220,000;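 active = inhibition above about 50%, limit read from the data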
# An asterisk follows results filed as active; / = not tested or not shown; & = joins results of further samples; ! = not confirmed by another sample. This is a subset; count on the stated rates, not on these rows.
# Labels used below – A = 14-3-3 Bad inh; B = EP2 mod; C = Rad51 HR inh; D = eIF4E-4G inh; E = PGE2 EP2 inh; F = m-calpain inh
> C[C@@H]1O[C@@H](O[C@H]2CC[C@]3(C=O)C4CC[C@]5(C)[C@@H](C6=CC(=O)OC6)CC[C@]5(O)C4CC[C@]3(O)C2)[C@H](O)[C@H](O)[C@H]1O (stereo partly drawn)
  A: /; B: 3.4; C: /; D: /; E: 13.3; F: /
> O=C(O)Cc1ccc([N+](=O)[O-])cc1[N+](=O)[O-]
  A: /; B: 13.5; C: /; D: /; E: 18.9; F: /
> CO[C@@H]([CH2][Hg][n]1cnc2c1c(=O)n(C)c(=O)n2C)CN1C(=O)c2ccccc2S1(=O)=O
  A: /; B: 29.9; C: /; D: /; E: 49.0*; F: /
> CC(=O)[C@H]1CCC2C3CC[C@H]4C[C@H](O)CC[C@]4(C)C3CC[C@@]21C (stereo partly drawn)
  A: /; B: 17.8; C: /; D: /; E: 8.2; F: /
> CCN1C[C@]2(C)CC[C@H](O)[C@@]34C5C[C@@H]6[C@@H](OC)C[C@@](O)(C5[C@H]6O)[C@@H](CC23)C14 (stereo partly drawn)
  A: /; B: 8.3; C: /; D: /; E: 13.8; F: /
> C[C@]12CCC(=O)C[C@@H]1CC[C@@H]1[C@@H]2CC[C@@]2(C)[C@H]1CC[C@]2(C)O
  A: -0.9; B: /; C: /; D: -2.9; E: /; F: 1.5
> Cc1nnc2n1-c1ccc(Cl)cc1C(c1ccccc1)=NC2
  A: -0.6; B: /; C: /; D: 1.4; E: /; F: 18.5
> C[C@]12CC(=CO)C(=O)C[C@@H]1CC[C@@H]1[C@@H]2CC[C@@]2(C)[C@H]1CC[C@]2(C)O
  A: -0.8; B: /; C: /; D: 2.5; E: /; F: 13.0
> COc1ccc2[nH]cc(C(=O)CN(C)C)c2c1
  A: /; B: /; C: -5.5; D: /; E: 16.1; F: /
> COC(=O)C1=C(c2ccc(S(C)(=O)=O)cc2)C[C@@H]2CC[C@H]1N2C(=O)NCCS(C)=O (stereo partly drawn)
  A: /; B: /; C: 3.4; D: /; E: 6.1; F: /
> CN1C(=O)C2C[C@@]3(Br)c4ccccc4N(OOSc4ccccc4)[C@H]3N2C(=O)[C@@H]1Cc1ccccc1 (stereo partly drawn)
  A: /; B: /; C: -7.7; D: /; E: 22.8; F: /
> COc1ccc(C2(c3cccc(O)c3OC)CCN(C(C)=O)CC2)cc1O
  A: /; B: /; C: -1.6; D: /; E: 10.3; F: /
> Cc1ccc(N=Cc2c(O)n(-c3ccc(C)cc3)c(=O)[nH]c2=O)cc1
  A: /; B: /; C: -14.7; D: /; E: 10.3; F: /
> COC(=O)C1=C(c2cc3ccccc3o2)C[C@@H]2CC[C@H]1N2C(=O)N1CCC(O)CC1
  A: /; B: /; C: 0.7; D: /; E: 9.0; F: /
> CN(CC#CCN1CCCC1)C(=O)c1cccc(Cl)c1
  A: /; B: /; C: -2.1; D: /; E: 17.2; F: /

# Rewritten with values under each structure: part of the list above.
# Values run as follows: 14-3-3 Bad inh | EP2 mod | Rad51 HR inh | eIF4E-4G inh | PGE2 EP2 inh | m-calpain inh
- CC(=O)[C@H]1CCC2C3CC[C@H]4C[C@H](O)CC[C@]4(C)C3CC[C@@]21C (stereo partly drawn)
    / | 17.8 | / | / | 8.2 | /
- CCN1C[C@]2(C)CC[C@H](O)[C@@]34C5C[C@@H]6[C@@H](OC)C[C@@](O)(C5[C@H]6O)[C@@H](CC23)C14 (stereo partly drawn)
    / | 8.3 | / | / | 13.8 | /

# Quoted from the listing.
# PGE2 EP2 inh with CC(=O)[C@H]1CCC2C3CC[C@H]4C[C@H](O)CC[C@]4(C)C3CC[C@@]21C (stereo partly drawn) stands at 8.2
# PGE2 EP2 inh with COC(=O)C1=C(c2cc3ccccc3o2)C[C@@H]2CC[C@H]1N2C(=O)N1CCC(O)CC1 stands at 9.0

# An excerpt from above, reduced to eIF4E-4G inh, PGE2 EP2 inh and Rad51 HR inh:
SMILES,eIF4E-4G inh,PGE2 EP2 inh,Rad51 HR inh
CC(=O)[C@H]1CCC2C3CC[C@H]4C[C@H](O)CC[C@]4(C)C3CC[C@@]21C (stereo partly drawn),/,8.2,/
CCN1C[C@]2(C)CC[C@H](O)[C@@]34C5C[C@@H]6[C@@H](OC)C[C@@](O)(C5[C@H]6O)[C@@H](CC23)C14 (stereo partly drawn),/,13.8,/
C[C@]12CCC(=O)C[C@@H]1CC[C@@H]1[C@@H]2CC[C@@]2(C)[C@H]1CC[C@]2(C)O,-2.9,/,/
Cc1nnc2n1-c1ccc(Cl)cc1C(c1ccccc1)=NC2,1.4,/,/
C[C@]12CC(=CO)C(=O)C[C@@H]1CC[C@@H]1[C@@H]2CC[C@@]2(C)[C@H]1CC[C@]2(C)O,2.5,/,/

# The list goes on:
# Labels used below – A = 14-3-3 Bad inh; B = EP2 mod; C = Rad51 HR inh; D = eIF4E-4G inh; E = PGE2 EP2 inh; F = m-calpain inh
> COC(=O)C1=C(c2cc3ccccc3o2)C[C@@H]2CC[C@H]1N2C(=O)NCc1ccc(F)cc1
  A: /; B: /; C: 5.3; D: /; E: 10.1; F: /
> C=CC12CN(C)[C@@H]3C4CO[C@H](C[C@H]41)[C@]1(C(=O)Nc4ccccc41)[C@@H]32 (stereo partly drawn)
  A: /; B: /; C: -0.7; D: /; E: 18.8; F: /
> CCN1C[C@]2(CO)CC[C@H](OC)[C@@]34C5C[C@H]6[C@H](OC)C5[C@](O)(C[C@H]6OC)[C@@](O)(C(OC)C23)[C@@H]14 (stereo partly drawn)
  A: /; B: /; C: 0.9; D: /; E: 8.1; F: /
> CN1CC[C@@]2(C)c3cc(O)ccc3N(C)C2O1 (stereo partly drawn)
  A: /; B: /; C: 12.7; D: /; E: 8.7; F: /
> COC(=O)C1=C(c2cc3ccccc3s2)C[C@@H]2CC[C@H]1N2C(=O)N1CCC(C)CC1
  A: /; B: /; C: 0.6; D: /; E: 10.8; F: /
> COC(=O)C1=C(c2ccc(S(C)(=O)=O)cc2)C[C@@H]2CC[C@H]1N2C(=O)N1CCC(O)CC1
  A: /; B: /; C: 7.1; D: /; E: 7.5; F: /
> CN1CC[C@@H](c2ccc(F)cc2)[C@H](COc2ccc3c(c2)OCO3)C1
  A: /; B: /; C: -3.0; D: /; E: 20.9; F: /
> COC(=O)C1=C(c2cc3ccccc3o2)C[C@@H]2CC[C@H]1N2C(=O)N1CCCC1
  A: /; B: /; C: -1.1; D: /; E: 7.1; F: /
> COC(=O)C1=C(c2cc3ccccc3s2)C[C@@H]2CC[C@H]1N2C(=O)NCCS(C)=O (stereo partly drawn)
  A: /; B: /; C: 9.0; D: /; E: 2.1; F: /
> CCN1C[C@@]2(COC)C3[C@@H](OC)[C@H]4[C@@H]1[C@@]3(C1C[C@H]3[C@H](OC(C)=O)C1[C@]4(OC(C)=O)C[C@H]3OC)[C@@H](OC)C[C@H]2OC(C)=O (stereo partly drawn)
  A: /; B: /; C: 3.7; D: /; E: 11.5; F: /
> COC(=O)C1=C(c2cc3ccccc3s2)C[C@@H]2CC[C@H]1N2C(=O)N1CCC(O)CC1
  A: /; B: /; C: 4.8; D: /; E: 8.5; F: /
> C=C1[C@@H](OC(C)=O)[C@]23C[C@@H]1[C@@H](OC(C)=O)CC2[C@]12C4C[C@H]3[C@H]1N(CC)C[C@]4(C)CC[C@@H]2O (stereo partly drawn)
  A: /; B: /; C: -1.7; D: /; E: 15.6; F: /
> COC(=O)C1=C(c2ccccc2)C[C@@H]2CC[C@H]1N2C(=O)NCc1ccco1
  A: /; B: /; C: 5.7; D: /; E: 6.4; F: /
> CCN1C[C@]2(COC)CC[C@H](O)[C@@]34C5C[C@@H]6[C@@H](OC)C[C@@](O)(C5[C@H]6O)[C@](O)([C@@H](OC)C23)[C@@H]14 (stereo partly drawn)
  A: /; B: /; C: 5.6; D: /; E: 13.4; F: /
> c1ccc([C@@H]2CO2)cc1
  A: /; B: /; C: 7.4; D: /; E: 11.1; F: /

# New compounds follow.
# Labels used below – A = 14-3-3 Bad inh; B = EP2 mod; C = Rad51 HR inh; D = eIF4E-4G inh; E = PGE2 EP2 inh; F = m-calpain inh
> COC(=O)C1=C(c2cc3ccccc3o2)C[C@@H]2CC[C@H]1N2C(=O)NCCNC(C)=O
  A: /; B: /; C: -6.5; D: /; E: 8.7; F: /
> N[C@@H]1CCCC[C@H]1N.O=C(O)C(=O)O.[Pt]
  A: /; B: /; C: 7.1; D: /; E: 12.8; F: /
> Cn1c(O)c(C=Nc2ccc3c(c2)CCC3)c(=O)n(C)c1=O
  A: /; B: /; C: -0.1; D: /; E: 11.7; F: /
> COC(=O)C1=C(c2ccc(S(C)(=O)=O)cc2)C[C@@H]2CC[C@H]1N2C(=O)NCC1CC1
  A: /; B: /; C: 4.0; D: /; E: 15.8; F: /
> COC(=O)C1=C(c2cc3ccccc3s2)C[C@@H]2CC[C@H]1N2C(=O)NCCNC(C)=O
  A: /; B: /; C: -2.2; D: /; E: 7.7; F: /
> CCCN1CCc2cc(O)cc3c2[C@H]1Cc1ccc(O)c(O)c1-3
  A: /; B: 9.2; C: -6.8; D: /; E: 76.8*!; F: /
> CCCN1CCC[C@@H]2Cc3[nH]ncc3C[C@H]21
  A: /; B: -7.3&10.4; C: -0.9; D: /; E: 16.8&11.2&9.5; F: /
> C[C@H](N)CN1CCc2ccc(Br)cc21
  A: /; B: 6.8; C: -4.7; D: /; E: 16.7&11.6; F: /
> CN(C)[C@@H]1C(=O)C(C(N)=O)=C(O)[C@@]2(O)C(=O)C3=C(O)c4c(O)cccc4[C@@](C)(O)[C@H]3C[C@@H]12
  A: /; B: 18.6; C: 13.2; D: /; E: 13.1&11.1; F: /
> C[C@@H](N)Cc1cnc[nH]1
  A: /; B: 20.1; C: 0.4; D: /; E: 18.0&15.6; F: /
> O=[N+]([O-])c1ccc(O)c([N+](=O)[O-])c1
  A: /; B: 4.4; C: 0.7; D: /; E: 13.1&10.5; F: /
> O=[N+]([O-])c1ccc2nc(N3CCNCC3)ccc2c1
  A: /; B: -5.9; C: -7.5; D: /; E: 20.3&12.4; F: /

# Compound activity deposited in PubChem by several laboratories.
